# TRHR enhancer: allosterically enhances the human TRH receptor | enhancement, % at 2 µM | P34981 | hit rate 0.66% among 360,000 | TRHR cells, fluo-8 calcium fluorescence, EC20 TRH enhancement; in the data active = enhancement above about 30%; also: 0% is about no effect
#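 Enhancer read-out: after compound pinning and an initial kinetic agonist-mode read, an EC20 of TRH (10 nM final) was injected and fluo-8 calcium signal (Ex 480/Em 530) followed at 1 s/cycle for 100 cycles in TRHR-expressing cells.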
# PI4K2A inh: blocks human PI4K2A kinase activity; Q9BTU6; purified PI4K2A, ADP-Glo luminescence, 1 h; hits give low values; activity change, negative = inhibition, % at 76.9 µM; hit rate 0.13% among 420,000; AID 1346378; in the data active = activity change below about -50%; inconclusive = mostly about -30% to -49%;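 also: -100% = wells without enzyme as full effect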
# Target sequence (Q9BTU6 whole entry, looked up): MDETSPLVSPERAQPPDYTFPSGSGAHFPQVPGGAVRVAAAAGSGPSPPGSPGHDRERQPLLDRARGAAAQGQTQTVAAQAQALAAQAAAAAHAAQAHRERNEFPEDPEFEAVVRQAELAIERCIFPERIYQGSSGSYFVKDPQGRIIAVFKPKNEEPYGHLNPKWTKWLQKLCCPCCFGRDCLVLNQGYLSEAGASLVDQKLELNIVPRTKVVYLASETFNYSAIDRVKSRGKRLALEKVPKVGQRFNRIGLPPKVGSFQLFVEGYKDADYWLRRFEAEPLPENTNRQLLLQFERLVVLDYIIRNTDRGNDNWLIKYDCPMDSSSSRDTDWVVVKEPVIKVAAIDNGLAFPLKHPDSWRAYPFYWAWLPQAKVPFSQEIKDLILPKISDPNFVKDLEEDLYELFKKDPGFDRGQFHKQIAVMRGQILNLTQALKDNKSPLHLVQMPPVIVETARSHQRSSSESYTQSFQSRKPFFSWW
#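 In this quantitative HTS, ADP production by PI4K2A was quantified luminescently after 1 h at ambient temperature; 100 microM adenosine served as plate-quality control.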
# D2 ag: activates the human D2 dopamine receptor. HEK293 T-REx D2 cells, calcium flux agonist mode. activation, % at 2 µM. hit rate 0.53% among 340,000. AID 485358;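 active = activation over 3 SD above normal in the single-dose calcium agonist read, cut at about 30% in these data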; also: 0% is about no effect
#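 Calcium-flux readout, 1 cycle/sec over 180 s following compound pin transfer, in inducible HEK293 Trex D2 cells (force-coupled); dopamine controls included. Positive calcium responses during this window marked compounds as potential agonists.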
# rTrxR1 inhibitor: blocks rat thioredoxin reductase 1; hit rate 1% among 390,000; AID 588453; Potency, µM (highest dose often 114 µM), inactives show at the highest dose activity change, negative = inhibition, hits mostly inhibitors; recombinant rTrxR1, NADPH fluorescence consumption, selenite substrate; also: potency is read from the fitted curve at half-maximal effect; % is scaled to controls: 0 for no effect and ±100 for the full control effect; nearly all actives have a fitted effect of over 65% in size
# Target sequence (O89049 whole entry, looked up): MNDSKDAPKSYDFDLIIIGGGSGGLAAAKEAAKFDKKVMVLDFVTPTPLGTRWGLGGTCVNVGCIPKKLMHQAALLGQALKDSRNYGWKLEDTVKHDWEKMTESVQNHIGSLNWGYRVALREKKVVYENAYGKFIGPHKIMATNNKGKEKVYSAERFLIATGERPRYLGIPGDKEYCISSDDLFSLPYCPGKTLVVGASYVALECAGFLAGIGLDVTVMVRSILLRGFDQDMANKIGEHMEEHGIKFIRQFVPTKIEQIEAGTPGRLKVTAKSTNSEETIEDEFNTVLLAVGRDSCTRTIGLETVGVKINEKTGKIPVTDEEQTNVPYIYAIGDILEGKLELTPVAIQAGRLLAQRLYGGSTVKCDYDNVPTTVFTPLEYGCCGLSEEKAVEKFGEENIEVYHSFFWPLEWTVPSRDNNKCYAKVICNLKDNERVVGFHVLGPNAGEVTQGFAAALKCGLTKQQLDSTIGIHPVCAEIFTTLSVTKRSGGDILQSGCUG
#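 Rat TrxR1 (90 nM in the dispensed reagent) was pre-reduced with 400 uM NADPH for 5 min at room temperature, then incubated with compound for 15 min. After 400 uM selenite was added, NADPH fluorescence (Ex 340/Em 450 nm) was followed for 8 min.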
# TrxR1 substrate: rat thioredoxin reductase 1 substrate activity. O89049. purified TrxR1 substrate turnover, NADPH consumption readout. Potency, µM (doses to about 114 µM), without a hit: at the highest dose activity change, negative = substrate turnover. hit rate 0.01% among 390,000. AID 588456; also: potency is read from the fitted curve at half-maximal effect; % is scaled to controls: 0 for no effect and ±100 for the full control effect; nearly all actives have a fitted effect of over 50% in size
#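 Rat TrxR1, dispensed at 90 nM, was prereduced with 400 uM NADPH (final) for 5 min at ~22 deg C, then incubated with compound 15 min before 400 uM selenite. A first-read NADPH fluorescence drop versus no-compound background flagged substrates.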
# D2 antagonist: D2 dopamine receptor (human) antagonism; P14416; HEK293 TREx D2 cells, calcium flux, dopamine EC80; inhibition, % at 10 µM; hit rate 2% among 340,000; AID 485344; in the data active = inhibition above about 30%; also: 0% is about no effect
#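 In this primary screen, negative modulation is detected by tracking calcium flux after an EC80 dopamine challenge in inducible HEK293 T-REx D2 cells preexposed to test compound for 180 s.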
# TRHR ag: activates the human TRH receptor; P34981; TRHR cells, calcium flux fluo-8, FDSS agonist mode; activation, % at 2 µM; hit rate 0.18% among 360,000; AID 493084; in the data active = activation above about 30%; also: 0% is about no effect
#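 Agonist-mode FDSS calcium read (Ex 480/Em 530, 1 s cycles) in 1536-well TRHR cells with fluo-8 dye, after 10-cycle baseline and 23 nL compound addition; TRH at EC20 (10 nM final) added afterwards for the enhancer phase.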
# mIDH1 inhibitor: blocks human mutant IDH1 R132H enzyme. O75874. IDH1-R132H enzyme, NADPH consumption, diaphorase/resazurin fluorescence. Potency, µM (series often up to 76.6 µM), inactives show top-dose activity change, negative = inhibition, usual class: inhibitors. hit rate 0.093% among 390,000; also: potency is read from the fitted curve at half-maximal effect; % is scaled to controls: 0 for no effect and ±100 for the full control effect; nearly all actives have a fitted effect of over 65% in size
#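 IDH1-R132H (0.5 ug/mL) preincubated 30 min with compound, then NADPH (0.016 mM) and alpha-KG (2 mM) added; 80 min at RT, pH 7.5. Remaining NADPH coupled via diaphorase/resazurin to fluorescence (540/590 nm); concentration-response curves normalized to no-enzyme control.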
# USP1 inh: inhibitors of human USP1/UAF1 deubiquitinase; O94782; recombinant USP1/UAF1, Ub-Rhodamine cleavage fluorescence; Potency, µM (doses to about 57.1 µM), for the others: at the top dose activity change, negative = inhibition, most hits filed as inhibitors; hit rate 0.23% among 390,000; AID 743255; also: potency is read from the fitted curve at half-maximal effect; % is scaled to controls: 0 for no effect and ±100 for the full control effect; nearly all actives have a fitted effect of over 60% in size; inactives centre near -12
#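 1 nM enzyme complex + cpd, 15 min RT; start with Ub-Rho 150nM final; kinetic fluorescence ex 480/em 540, 6 reads q60 s. Buffer 50mM HEPES pH 7.8, 0.5mM EDTA, 0.1 mg/ml BSA, 1mM TCEP, 0.01% Tween-20.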
# An asterisk follows results filed as active; ? = inconclusive; . = not tested or not shown; [ ] = dose if it differs, or a comment. Unless noted, calls follow the shape of the dose curve; as a rule, active = well fitted inhibition curve with a large enough effect; inconclusive = small, poorly fitted or top-dose-only effect; inactive = no such curve, though single readings can be large or run the other way.
SMILES	TRHR enhancer	PI4K2A inh	D2 ag	rTrxR1 inhibitor	TrxR1 substrate	D2 antagonist	TRHR ag	mIDH1 inhibitor	USP1 inh
COc1ccc(/C=C(\NC(=O)c2ccc(OC)cc2)C(=O)Nc2cccc(C(=O)O)c2)cc1	0	-4	1.9	-5%[57.1 µM]	8%[57.1 µM]	12	0.3	-4%	-9%
COc1ccc(S(=O)(=O)N2CCC(C(=O)NCCc3ccc4c(c3)OCO4)CC2)cc1	-6	5	0.2	10%[57.1 µM]	0%[57.1 µM]	17	0.6	0%	-12%
O=S(=O)(Nc1ccc2oc(-c3ccccc3)nc2c1)c1ccccc1	-3	-10	-0.4	-14%	-2%	18	0.4	42%[activator]	-11%
N/C(COc1cccc(C(F)(F)F)c1)=N\NC(=O)c1cccnc1Oc1ccccc1	-2	-1	-0.1	7%	-1%	15	-0.3	1%	3%
O=C(NCCc1nc2ccccc2n1Cc1ccc(F)cc1)c1ccco1	1	-2	-0.1	5%	-2%	.	-0.2	-11%	-11%
COc1cccc(Nc2nnc(SCC(=O)N3CC(=O)Nc4ccccc43)s2)c1	-8	-6	0.6	17%	-3%	-6	-0.9	4%	-25%
CCc1c(C)nc2ncnn2c1N1CCCC(C(=O)Nc2cc(F)ccc2C)C1 (stereo unspecified)	-11	9	0.8	5%[57.1 µM]	-7%	23	-0.8	3%	4%
O=Cc1ccc(OCc2cccc(C(F)(F)F)c2)cc1O	-6	0	-0.3	2%	-2%	6	-1.0	-2%	-17%
CCN(CC)CCN1C(=O)c2oc3ccc(F)cc3c(=O)c2C1c1ccncc1 (stereo unspecified)	1	0	10	-4%[57.1 µM]	18%[57.1 µM]	0	0.5	-6%	-11%
COc1ccc(OC)c(NC(=O)CSc2sc3c(O)cc(=O)[nH]c3c2C#N)c1	0	-5	0.4	35%[activator][57.1 µM]	10%[57.1 µM]	8	0.6	1%	-5%
COc1ccc2c(c1)C(C)=CC(C)(C)N2C(=O)CN1C(=O)CCC1=O	-4	2	-0.1	13%[57.1 µM]	3%	-4	-0.1	8%	-14%
CCCc1cc(=O)[nH]c(SCC(=O)c2cc(C)n(-c3c(C)n(C)n(-c4ccccc4)c3=O)c2C)n1	-5	3	0.6	-6%[57.1 µM]	-3%[57.1 µM]	-19	-0.8	-2%	-18%
COc1cccc(-c2nnn(CC(=O)O)n2)c1	2	13	-0.1	22%	12%	-3	-0.3	-10%	-21%
Cc1cccc(N2CCN(C(=O)c3ccc4c(c3)NC(=O)C(CSCc3cccc(F)c3)N4)CC2C)c1 (stereo unspecified)	2	3	-0.6	11%	-1%	-7	0.8	14%	-8%
CCC(C)NC(=O)C1CCN(CCCc2ccccc2)CC1 (stereo unspecified)	15	4	51*	13%[57.1 µM]	-5%[57.1 µM]	-1	0.1	2%	-18%
COc1ccccc1N1CCN(/N=C\c2sccc2C)CC1	-6	-2	0.7	5%[57.1 µM]	1%[57.1 µM]	-6	-0.4	0%	?
COc1ccc(/C=N/NC(=O)C(=O)N2CCCC2)cc1	12	0	-1.8	16%[57.1 µM]	-11%	-6	-0.2	-8%	-13%
Cc1csc(NC(=O)c2cc3c(s2)-c2ccccc2OC3)n1	3	5	-2.3	27%	76%[activator]	1	-0.1	-1%	?
OCCn1nc2c3ccccc3nc-2n(-c2ccccc2)c1=S	-3	-9	0.3	-8%	-7%	-8	-0.2	0%	-7%
Cc1cc(C)c(C)c(S(=O)(=O)NCC(=O)NCC2CCCCC2)c1C	-7	-5	-2.3	15%	-3%	-7	-0.9	-3%	-12%
O=C1OCCC1Sc1nnc(-c2ccccc2)o1 (stereo unspecified)	-4	1	-0.2	0%[57.1 µM]	-11%	-6	0.0	9%	3%
Cc1cc(NC(=O)CSc2nnc(NC(=O)C3CC(=O)N(c4ccccc4)C3)s2)no1 (stereo unspecified)	-3	-2	0.1	-6%	-7%	-5	0.3	1%	-20%
O=C1C2C3C=CC(C4CC34)C2C(=O)N1/N=C/c1ccc(-c2ccc(Cl)cc2[N+](=O)[O-])o1 (stereo unspecified)	-4	-4	-1.1	-11%	5%[57.1 µM]	-21	0.4	0%	-30%
Cc1cc(Cl)c(S(=O)(=O)NC(C(=O)O)C(C)C)cc1OCC(=O)NC1CCCCC1 (stereo unspecified)	-4	-8	-0.3	-8%	-6%	3	-0.1	1%	-15%
CCc1ccc(OCCOCC(O)CN(CCO)CCO)cc1 (stereo unspecified)	3	-4	1.6	-7%	-4%	-9	-0.1	8%	-12%
O=C(Cc1c(F)cccc1Cl)NNC(=O)c1ccc(Br)s1	.	-3	.	0%	5%	.	.	9%	-16%
CN(C1CCCCC1)S(=O)(=O)c1ccc(=S)[nH]c1	-9	1	0.7	?	-13%	-12	-2.9	-6%	-14%
COc1cccc(NC(=O)CCS(=O)(=O)c2cccs2)c1	-12	2	-0.3	15%[57.1 µM]	9%[57.1 µM]	-1	1.4	-1%	-21%
CCOC(=O)c1cc2[nH]c3ccccc3c2[n+](-c2ccc([N+](=O)[O-])cc2)c1N	-3	-6	0.1	-1%[57.1 µM]	-17%	4	-0.2	2%	-16%
COc1cc2[nH]c(-c3ccc(C)cc3)cc(=O)c2cc1OC	3	2	-1.0	18%[57.1 µM]	46%[activator][57.1 µM]	84*	-0.8	6%	-29%

# Filtered by structure: the compounds so far with a nitro group on carbon
SMILES	TRHR enhancer	PI4K2A inh	D2 ag	rTrxR1 inhibitor	TrxR1 substrate	D2 antagonist	TRHR ag	mIDH1 inhibitor	USP1 inh
O=C1C2C3C=CC(C4CC34)C2C(=O)N1/N=C/c1ccc(-c2ccc(Cl)cc2[N+](=O)[O-])o1 (stereo unspecified)	-4	-4	-1.1	-11%	5%[57.1 µM]	-21	0.4	0%	-30%
CCOC(=O)c1cc2[nH]c3ccccc3c2[n+](-c2ccc([N+](=O)[O-])cc2)c1N	-3	-6	0.1	-1%[57.1 µM]	-17%	4	-0.2	2%	-16%

# 4 compounds already listed, arranged by the value under D2 antagonist, highest first:
compound | D2 antagonist
COc1cc2[nH]c(-c3ccc(C)cc3)cc(=O)c2cc1OC | 84*
CCOC(=O)c1cc2[nH]c3ccccc3c2[n+](-c2ccc([N+](=O)[O-])cc2)c1N | 4
O=C1OCCC1Sc1nnc(-c2ccccc2)o1 (stereo unspecified) | -6
CN(C1CCCCC1)S(=O)(=O)c1ccc(=S)[nH]c1 | -12

# Continued:
SMILES	TRHR enhancer	PI4K2A inh	D2 ag	rTrxR1 inhibitor	TrxR1 substrate	D2 antagonist	TRHR ag	mIDH1 inhibitor	USP1 inh
CC1CCCN(Cc2ccc(OCc3ccccc3)cc2)C1 (stereo unspecified)	1	-10	-0.6	25%[57.1 µM]	11%[57.1 µM]	46*	0.5	3%	-14%
CCOC(=O)Cn1c(CN(Cc2ccccc2)Cc2ccccc2)nc2c1c(=O)[nH]c(=O)n2C	-5	-5	0.2	11%	10%	-7	-0.6	0%	-18%
O=C(COC(=O)c1ccc(Br)o1)Nc1ccc(F)cc1[N+](=O)[O-]	.	0	.	21%	-1%	.	.	-3%	-22%
COc1ccc(CN2COc3ccc4c(oc(=O)c5ccccc54)c3C2)cc1OC	13	-17	-1.3	8%	5%	.	-0.4	-26%	-9%
COc1ccc(C(=O)OCn2nnc3ccccc3c2=O)cc1[N+](=O)[O-]	-2	1	.	-21%[57.1 µM]	-6%[57.1 µM]	.	0.4	1%	-3%
COCCCNC(=O)c1ccc(CS(=O)(=O)c2ccc(Br)cc2)o1	11	0	0.3	2%	-2%	4	0.3	9%	-2%
COc1c(NC(C)=O)c2ccccc2c2ccccc12	38*	-2	-0.3	13%	7%	5	0.3	-2%	-5%
Cc1ccc(/C=C/C(=O)N2CCc3ccccc3C2)cc1	-3	6	-1.5	18%[57.1 µM]	5%[57.1 µM]	-10	-0.6	8%	-17%
COc1ccc(NC(=S)Nc2ncccc2C)cc1OC	-2	1	4.8	3%[57.1 µM]	3%[57.1 µM]	-3	-0.9	-1%	0%
O=C(Nc1nccs1)C(NS(=O)(=O)c1ccc(Br)s1)c1ccccc1 (stereo unspecified)	6	5	-0.5	25%[57.1 µM]	-10%	3	-1.2	1%	-12%
CC1(C(=O)O)CCC(C(=O)NC2CCCCC2)C1(C)C (stereo unspecified)	-7	-2	-0.2	18%	6%	-3	0.2	2%	-32%
O=C1N[C@@H](Cc2ccccc2)COC(=O)[C@H](Cc2ccc(F)cc2)C/C=C\C[C@H]1CC(=O)N(CCO)Cc1ccccc1	.	-1	.	12%	-3%	.	.	-5%	-19%
Cc1ccccc1C(=O)c1cccn1CC(=O)NCc1ccccc1Cl	4	-6	-1.3	10%	-3%	4	-0.1	-3%	-7%
CCCn1c(NC(=O)c2cccc(C)c2C)nc2ccccc21	4	-2	-0.6	5%	2%	-2	-0.5	2%	-19%
CNc1ncnc2c1cnn2-c1ccc(C)c(C)c1	-5	-1	.	1%[57.1 µM]	5%[57.1 µM]	.	-0.8	16%	?
COc1ccc(CN2CCN(C3CCOCC3)CC2CCO)c(C)c1C (stereo unspecified)	-2	-2	-0.1	22%	2%	7	0.3	-8%	-11%
Cc1ccc2occ(/C=C/C(=O)c3ccccc3O)c(=O)c2c1	5	8	-0.2	-12%[57.1 µM]	7%[57.1 µM]	2	1.8	-6%	-13%
COc1cc(N=Nc2ccc3ccccc3c2)ccc1O	0	1	-3.1	7%	-6%	-16	-0.1	2%	-26%
Cc1ccc(CNC(=O)CCc2c(C)c3cc4c(C)coc4cc3oc2=O)cc1	5	1	-1.1	28%	22%	.	-1.4	-2%	?
COc1ccc(S(=O)(=O)N(C)C[C@H]2Oc3ccc(NC(=O)Nc4c(C)noc4C)cc3C(=O)N([C@H](C)CO)C[C@@H]2C)cc1	.	2	.	-19%	-9%	.	.	-14%	-11%
N#Cc1nc(-c2ccc(F)cc2)oc1NCc1cccc2c1OCO2	4	-3	0.2	20%	23%	27	0.4	14%	-23%
CCN(CC)CCNC(=O)COc1ccc(Cl)cc1Cl	4	0	-0.3	22%	8%	2	0.1	0%	-30%
